# PKA-R2B activ: activators of human PKA-R2B complex | P22694+P31323 | PKA-R2B holoenzyme dissociation, Cy5-IP20 fluorescence polarization; R2B truncated from residue 108, S112A mutant; 0% DMSO only, 100% 113 µM cGMP | activation, % at 11.4 µM | actives 0.079% (n = 340,000) | AID 504700;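 active means activation above a cutoff set at the mean over all compounds plus 3 SD, cut at about 18% in these data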;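 further: higher means more holoenzyme dissociation and a rise in polarization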
# Target sequence (P31323 whole entry, looked up, other chains not shown, the tested form may be a part): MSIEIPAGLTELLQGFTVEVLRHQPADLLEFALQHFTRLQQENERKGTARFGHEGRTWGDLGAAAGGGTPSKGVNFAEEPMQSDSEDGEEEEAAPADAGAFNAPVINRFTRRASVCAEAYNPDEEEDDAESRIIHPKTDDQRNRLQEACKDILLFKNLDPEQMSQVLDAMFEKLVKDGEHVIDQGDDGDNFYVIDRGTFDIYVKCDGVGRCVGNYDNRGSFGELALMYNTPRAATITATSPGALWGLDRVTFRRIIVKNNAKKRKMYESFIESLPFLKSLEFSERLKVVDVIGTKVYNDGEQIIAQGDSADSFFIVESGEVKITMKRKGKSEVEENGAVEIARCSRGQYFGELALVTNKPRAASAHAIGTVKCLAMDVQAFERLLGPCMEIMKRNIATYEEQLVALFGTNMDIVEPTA
# RTF Ca sens inh: cardiac RTF calcium desensitization. P19429+P45379. IANBD-labeled cardiac RTF, Ca2+ fluorescence. inhibition, % at 7.15 µM. actives 0.12% (n = 340,000). AID 493244;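 active means inhibition above the mean inhibition of all tested compounds plus 3 SD, cut at about 17% in these data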;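 further: assay run at fixed EC70 calcium of 1.6 mM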
# Rtt109 Vps75: blocks Candida albicans Rtt109/Vps75 acetyltransferase activity; Q5AAJ8; purified Rtt109/Vps75, ThioGlo CoA-SH fluorescence, 4 h; inhibition, % at 34.9 µM; actives 0.16% (n = 330,000); AID 540336;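 active means inhibition of at least 50% in every replicate; inconclusive means best replicate reaches 50% inhibition but some replicates fall short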
# Keap1-Nrf2 PPI: disrupts human Keap1 binding to Nrf2 peptide; Keap1 Kelch-Nrf2 peptide fluorescence polarization, 1536-well; AID 504523; inhibition, % at 9.4 µM; Q14145; actives 0.15% (n = 340,000); in the data active means inhibition above about 12%; inconclusive means no clear call, values can overlap the other calls; inactive means below about 7.3%;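 further: human Keap1 Kelch domain with fluorescein labeled Nrf2 9mer peptide probe; 0% = neutral control wells and 100% = peptide positive control; higher means more block of Keap1 binding to Nrf2 peptide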
# Target sequence (Q14145 whole entry, looked up, the tested form may be a part): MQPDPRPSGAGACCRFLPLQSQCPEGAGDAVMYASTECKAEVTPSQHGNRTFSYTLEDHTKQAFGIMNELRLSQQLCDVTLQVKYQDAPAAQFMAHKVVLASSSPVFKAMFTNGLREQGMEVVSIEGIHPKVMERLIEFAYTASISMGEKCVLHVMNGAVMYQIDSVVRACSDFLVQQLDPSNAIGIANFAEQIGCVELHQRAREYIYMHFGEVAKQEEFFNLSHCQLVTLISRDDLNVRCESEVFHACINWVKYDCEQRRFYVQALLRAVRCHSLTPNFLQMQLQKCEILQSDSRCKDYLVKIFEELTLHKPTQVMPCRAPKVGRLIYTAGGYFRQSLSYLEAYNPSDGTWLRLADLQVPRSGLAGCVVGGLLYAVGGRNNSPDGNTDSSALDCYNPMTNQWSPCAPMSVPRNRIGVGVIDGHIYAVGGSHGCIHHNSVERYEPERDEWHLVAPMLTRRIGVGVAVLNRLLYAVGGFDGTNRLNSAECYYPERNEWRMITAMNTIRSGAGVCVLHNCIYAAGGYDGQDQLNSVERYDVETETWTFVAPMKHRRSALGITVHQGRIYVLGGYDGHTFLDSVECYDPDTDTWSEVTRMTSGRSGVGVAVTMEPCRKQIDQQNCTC
# SR-BI uptake up: SR-BI HDL lipid transfer activation | CHO ldlA[mSR-BI] cells, DiI-HDL uptake fluorescence, 3 h; 100 = double the neutral-control signal | actives 0.096% (n = 320,000) | activation, % at 12.5 µM | AID 504775;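 active means mean replicate activation of at least 60% and every replicate at or above 60%; inconclusive means mean or all-replicate condition met, but not both; inactive means mean below 60% and not all replicates reaching 60%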;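 further: 0% = median plate neutral-control signal and 100% = twice that signal; values of inactives mirror those of a sister screen read the other way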
#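 Material: SR-BI-overexpressing, LDLR-lacking CHO cells | Dosing: Single compound concentration, delivered by pin transfer | Probe or stimulus: Labelled HDL, 10 µg/mL | Signal: Bottom-read cell fluorescence after medium removal, ex 550/em 595 nm | Schedule: 3 h, 37 °C | Evaluation: HDL uptake via cellular fluorescence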
# LANA DNA inh: KSHV C-LANA DNA binding inhibition | AID 504423 | MBP-C-LANA/FAM-LBS DNA binding, fluorescence polarization | inhibition, % at 9 µM | actives 0.078% (n = 340,000);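 active means highest replicate inhibition at or above 60% at 9 µM, even if other replicates fall short; inactive means all replicates below 60% inhibition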;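 further: 0% = neutral control wells and 100% = 4 µM acridine orange control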
# CAL PDZ FP-1: blocks peptide binding to human CAL PDZ domain | inhibition, % at 20 µM | actives 0.02% (n = 330,000) | purified CAL PDZ, TMR-peptide fluorescence polarization, 1 h | AID 504414;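 active means highest replicate inhibition of at least 40%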;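 further: plate controls were DMSO neutral control wells for no effect and unlabeled competitor peptide control wells for full effect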
#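 material = purified tagged CAL PDZ domain construct (CerCALP) | compound dosing = 20 µM, one dose | times = 1 h at RT | measured by = fluorescence polarization from S- and P-plane intensities, G-factor corrected | read-out = inhibition from polarization loss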
# DAGLB inhibitor: diacylglycerol lipase beta (human) inhibition. Q8NCG7. HEK293T DAGLB membrane lysate, EnzChek fluorogenic substrate. actives 0.059% (n = 340,000). inhibition, % at 5.17 µM; in the data active means inhibition above about 34%;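 further: 0% = enzyme with vehicle and 100% = wells lacking enzyme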
# RTF Ca sens act: increases calcium sensitivity of human cardiac regulated thin filaments | P19429+P45379 | IANBD-labeled TnC RTF fluorescence at EC20 calcium; 0% EC20 calcium, 100% full calcium | activation, % at 7.2 µM | actives 0.24% (n = 340,000);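 active means activation above the mean over all tested compounds plus 3 SD, cut at about 30% in these data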;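 further: rise in fluorescence read as greater calcium sensitivity of cardiac thin filaments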
# CAL PDZ FP-2: CAL PDZ (human) peptide binding inhibition. purified CAL PDZ, TMR-peptide fluorescence polarization, 1 h. AID 602252. actives 0.92% (n = 300,000). Q9HD26. inhibition, % at 24.9 µM;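 active means mean inhibition of at least 30% with at least half of replicates also reaching 30%; inconclusive means no clear call, values can overlap the other calls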;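 further: 0% = DMSO neutral control and 100% = excess unlabeled competitor peptide PRC23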
# * hit, by the source's call; ? = inconclusive; . = no result given.
no.	SMILES	RTF Ca sens inh	DAGLB inhibitor	RTF Ca sens act	CAL PDZ FP-2	SR-BI uptake up
1	CC1(C)C(=O)Nc2ccccc2N1C(=O)COC(=O)COc1cccc(C(F)(F)F)c1	2	0	-3	-3	1
2	CC1(C)Cc2c(C#N)c(SCCOc3ccccc3)nc(N3CCOCC3)c2CO1	6	-6	3	-1	-51
3	COCCN(CCOC)C(=O)c1ccc(SCc2ccc(C)cc2)c([N+](=O)[O-])c1	2	0	0	-4	20
4	O=c1oc2c(CN3CCCCC3)c(O)ccc2c2c1CCCC2	-6	1	-1	-3	44
5	O=C(Cn1nnc2ccccc21)Nc1ccc(Cl)cn1	2	-2	0	-5	-3
6	COc1ccc(C(=O)N/N=C/c2ccc(OC(=O)c3ccccc3)cc2)cc1	-7	2	3	-5	-28
7	CCOc1ccc(C2NC(=O)C(C#N)=C(S)N2c2cccc(C)c2)cc1OC (stereo not given)	-1	-1	7	.	9
8	CCOC(=O)CNC(=O)N1c2ccccc2Sc2ccccc21	-3	-7	-3	-3	.
9	C[C@H]1CN([C@@H](C)CO)C(=O)c2cccc(NC(=O)Nc3ccc(C(F)(F)F)cc3)c2O[C@H]1CN(C)C	-15	-10	-13	-5	-6
10	CC(C)NC(=O)N1CCN(c2ccncc2S(=O)(=O)N2CCOCC2)CC1	-6	-5	-4	-2	-9
11	O=C(CCSCc1ccccc1F)N1CCN(c2ccccn2)CC1	5	0	4	-4	5
12	O=C(NCC1CCN(Cc2ccccc2Cl)CC1)Nc1cccc(Cl)c1	-7	-4	9	-2	-15
13	O=C(CN1C(=O)C(=O)N(Cc2ccccc2)C1=O)Nc1ccc(F)c(Cl)c1	-2	-1	7	2	14
14	CCc1cccc(NC(=O)CCc2nc3sc4c(c3c(=O)[nH]2)CCCC4)c1	-12	1	-12	0	10
15	O=C(CN1C(=O)NC2(CCCC2)C1=O)OCc1c(F)cccc1Cl	-1	-1	-7	-5	-6

no.	PKA-R2B activ	CAL PDZ FP-1	LANA DNA inh	Keap1-Nrf2 PPI	Rtt109 Vps75
1	7	-1.2	-1.1	5	5
2	-4	-0.2	-0.5	2	-21
3	-5	-2.1	-0.2	1	-2
4	-10	-2.2	0.2	-3	.
5	3	-1.9	0.3	-2	-11
6	-4	0.2	-3.0	2	4
7	-16	-1.4	1.2	0	?
8	7	-1.2	-0.4	1	0
9	6	-3.1	0.4	-1	6
10	-1	-0.7	0.8	-5	-6
11	5	-1.6	-1.2	-3	-3
12	3	-2.3	1.4	-2	-7
13	-2	0.5	0.5	-2	-4
14	-7	-3.4	2.0	-8	-3
15	17	-0.9	-1.8	2	1

# The results go on.
no.	SMILES	RTF Ca sens inh	DAGLB inhibitor	RTF Ca sens act	CAL PDZ FP-2	SR-BI uptake up
16	Cc1cc(C(=O)Nc2sccc2C#N)c2ccccc2n1	-39	1	0	-3	.
17	CCOC(=O)Cc1csc(NC(=O)c2c(-c3c(Cl)cccc3Cl)noc2C)n1	7	-2	2	-4	-4
18	CN1CCN(C(=O)c2ccc3c(c2)OCCO3)CC1	-15	-3	-1	-1	15
19	O=C(O)c1cccc(NS(=O)(=O)c2ccc(Oc3ccc(S(=O)(=O)Nc4cccc(C(=O)O)c4)cc3)cc2)c1	-5	6	6	-9	-9
20	CCSC1=C(C#N)C(c2ccccc2Cl)CC(=O)N1 (stereo not given)	-11	0	-7	-2	1
21	COc1ccc(S(=O)(=O)N(C)c2ccc(C(=O)Nc3ccccc3C(=O)N3CCOCC3)cc2)cc1	-2	0	-2	-1	-7
22	Cc1ccccc1-c1ccc(/C=C2/SC(N3CCOCC3)=NC2=O)o1	0	-2	-2	.	-3
23	O=C(C1COc2ccccc2O1)N1CCN(c2ccccn2)CC1 (stereo not given)	-8	-8	1	0	0
24	Cc1ccc(/C=C/C(=O)O)cc1S(=O)(=O)N(CCO)CCO	-13	-1	-2	0	22
25	COc1cc(C)ccc1OCc1cc(C(=O)NCc2ccncc2)no1	3	-1	2	-2	-45
26	Cc1cc(C)n(Cc2n[nH]c(=S)n2Cc2ccccc2)n1	3	2	7	-1	15
27	Cc1ccc(/C(O)=C/C(=O)C(=O)NC23CC4CC(CC(C4)C2)C3)cc1	-6	10	-3	.	-11
28	O=C(COC(=O)CCN1C(=O)c2cccc([N+](=O)[O-])c2C1=O)NC1CCS(=O)(=O)C1 (stereo not given)	9	1	3	24	11
29	Cc1cc(NC(=O)CSc2nnc(-c3ccc([N+](=O)[O-])cc3)o2)no1	1	1	0	-3	3
30	COC(=O)/C(=N/Nc1ccccc1C)Sc1nnc(C(O)c2ccccc2)n1-c1ccccc1 (stereo not given)	8	0	6	-6	-13

no.	PKA-R2B activ	CAL PDZ FP-1	LANA DNA inh	Keap1-Nrf2 PPI	Rtt109 Vps75
16	3	-2.0	0.9	-5	3
17	-3	0.2	0.5	1	5
18	-7	0.2	0.4	1	6
19	-8	-1.0	-2.3	3	8
20	5	-0.9	0.1	-4	7
21	5	-1.8	-1.4	4	1
22	2	-1.0	-0.2	-4	-1
23	4	-1.5	-0.3	-1	-9
24	-6	-1.6	-0.3	0	-5
25	-4	-2.8	0.5	-5	-5
26	-2	0.1	0.5	0	5
27	0	-1.1	-3.6	2	-12
28	-6	-2.0	-0.6	-1	-2
29	-5	-1.2	0.0	-4	-7
30	0	-2.7	0.2	2	4

# Carrying on:
no.	SMILES	RTF Ca sens inh	DAGLB inhibitor	RTF Ca sens act	CAL PDZ FP-2	SR-BI uptake up
31	O=C1CN(c2nc(-c3cccs3)nc3sc4c(c23)CCCC4)CCN1	2	-1	-1	-5	-29
32	NC(=O)c1ccc(NC(=O)CCN2C(=O)c3ccccc3C2=O)cc1	-3	-2	-2	-1	0
33	O=C(c1cccnc1Nc1ccc2c(c1)CCC2)N1CCOCC1	-1	3	2	2	30
34	Cc1ccc(-n2c(N)c(C(=O)NCc3cccnc3)sc2=S)cc1	-13	1	0	9	18
35	COc1ccccc1CN1[C@@H](CC(=O)O)c2cc(F)ccc2S1(=O)=O	-3	-3	-6	-2	2
36	CC(=O)NC(Cc1ccccc1)C(=O)OCC(=O)c1ccc(Br)cc1 (stereo not given)	-6	-2	13	-1	19
37	Cc1cccc(N(CC(=O)NCc2ccco2)C(=O)CCC(=O)Nc2ccccn2)c1C	-6	1	-7	-2	.
38	Cc1nc(-c2ccccc2)sc1C1(C)CC(c2cccc(F)c2)=NO1 (stereo not given)	-6	-5	6	-11	-20
39	Cc1noc2c1C(c1ccc(N(C)C)cc1)C1=C(CC(C)(C)CC1=O)N2 (stereo not given)	-4	0	1	-5	-34
40	O=C1NCCN(Cc2ccc(F)cc2)C1CC(=O)N1CC=C(c2ccccc2)CC1 (stereo not given)	-3	-2	0	1	.
41	COc1ccccc1NC(=S)NCc1ccccc1	-1	-1	-4	4	-5
42	CC(C)OC(=O)C(=O)NNc1ccccc1	-19	1	0	-2	14
43	O=C1CC(c2ccc(Cl)cc2)n2nc(N3C(=O)c4ccccc4C3=O)nc2N1 (stereo not given)	3	1	-7	-2	11
44	OC(CSc1c(Cl)cccc1Cl)CN1CCN(c2ccccc2F)CC1 (stereo not given)	-4	-6	0	.	-37
45	COc1ccc(S(=O)(=O)NCC2CCCN(C(=O)c3cccnc3)C2)cc1 (stereo not given)	1	-2	2	-4	-3

no.	PKA-R2B activ	CAL PDZ FP-1	LANA DNA inh	Keap1-Nrf2 PPI	Rtt109 Vps75
31	6	-2.4	1.5	-7	6
32	5	0.0	0.6	-4	-2
33	9	0.2	1.2	-3	-14
34	4	0.5	0.2	-3	-4
35	3	-1.6	0.4	0	7
36	-15	-0.3	-0.2	-4	-9
37	-6	-1.5	0.6	0	-6
38	-7	0.8	0.8	7	7
39	-3	.	0.0	5	7
40	-4	-1.6	1.9	-1	17
41	1	-0.4	-0.4	-2	-10
42	-2	-1.9	-1.9	2	.
43	4	-0.3	1.4	4	-2
44	3	-2.2	0.2	-3	-6
45	-1	0.7	0.7	0	-4

# Some of the entries so far, bar-delimited.
no. | SMILES | RTF Ca sens inh | DAGLB inhibitor | RTF Ca sens act | CAL PDZ FP-2 | SR-BI uptake up | PKA-R2B activ | CAL PDZ FP-1 | LANA DNA inh | Keap1-Nrf2 PPI | Rtt109 Vps75
42 | CC(C)OC(=O)C(=O)NNc1ccccc1 | -19 | 1 | 0 | -2 | 14 | -2 | -1.9 | -1.9 | 2 | .
43 | O=C1CC(c2ccc(Cl)cc2)n2nc(N3C(=O)c4ccccc4C3=O)nc2N1 (stereo not given) | 3 | 1 | -7 | -2 | 11 | 4 | -0.3 | 1.4 | 4 | -2

# The main list resumes; the 5 compounds before the break are reprinted first.
no.	SMILES	RTF Ca sens inh	DAGLB inhibitor	RTF Ca sens act	CAL PDZ FP-2	SR-BI uptake up
41	COc1ccccc1NC(=S)NCc1ccccc1	-1	-1	-4	4	-5
42	CC(C)OC(=O)C(=O)NNc1ccccc1	-19	1	0	-2	14
43	O=C1CC(c2ccc(Cl)cc2)n2nc(N3C(=O)c4ccccc4C3=O)nc2N1 (stereo not given)	3	1	-7	-2	11
44	OC(CSc1c(Cl)cccc1Cl)CN1CCN(c2ccccc2F)CC1 (stereo not given)	-4	-6	0	.	-37
45	COc1ccc(S(=O)(=O)NCC2CCCN(C(=O)c3cccnc3)C2)cc1 (stereo not given)	1	-2	2	-4	-3
46	CCCCNC(=O)/C=C/c1ccc(OC)c(Br)c1	-2	-2	-5	-4	-21
47	COc1ccc(-c2cnn(C3CCS(=O)(=O)C3)c2N)cc1 (stereo not given)	4	-4	-1	-1	17
48	COc1ccc(CNC(=O)CCS(=O)(=O)c2ccc3c(c2)CC(C)N3C(=O)C2CC2)cc1 (stereo not given)	1	1	1	-2	15
49	CC1CCC2(CC1)NC(=O)N(CC(=O)N1CCN(c3ccccc3)CC1)C2=O (stereo not given)	-1	-2	1	-3	.

no.	PKA-R2B activ	CAL PDZ FP-1	LANA DNA inh	Keap1-Nrf2 PPI	Rtt109 Vps75
41	1	-0.4	-0.4	-2	-10
42	-2	-1.9	-1.9	2	.
43	4	-0.3	1.4	4	-2
44	3	-2.2	0.2	-3	-6
45	-1	0.7	0.7	0	-4
46	-6	-2.7	-0.1	-2	-1
47	7	.	-0.8	-4	-17
48	-15	-1.8	0.2	1	-3
49	-5	-1.9	-0.3	3	-7
